Pol kappa inh – DNA polymerase kappa (human) inhibition; purified Pol kappa, fluorescent DNA synthesis assay, 10 min; Potency, µM (titrated, usually from 107 µM), for inactives: top-dose activity, negative = inhibition, actives largely listed as inhibitors; 400,000 compounds, 0.53% hits; AID 588579; note: potency is the fitted concentration of half-maximal effect; % is set by controls: 0 for no effect and ±100 for the full control effect
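Enzyme at 10 nM met test compounds for 15 min at room temperature. Substrate addition (50 nM final) began the reaction, which was monitored by fluorescence at 0 and 10 min.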
ERG-DNA inh – inhibitors of human ERG Ets domain-DNA interaction; fluorescence polarization, His-ERG Ets domain / labelled DNA; 370,000 compounds, 0.028% hits; Potency, µM (doses to about 76.9 µM), for the others: at the top dose FP activity, negative = inhibition, hits mostly inhibitors; P11308; active = well fitted inhibition curve with a large enough effect in the polarisation, with a control signal flat; inconclusive = small, poorly fitted or top-dose-only effect, or effect the other way, or a change in a side signal; inactive = no such curve, though single readings can be large or run the other way; the % refers to the polarisation;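 note: polarization taken with two DNA probes labelled with fluorescein and Texas red; potency is the fitted concentration of half-maximal effect; % of control where 0% means no effect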
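His-tagged ERG Ets domain (1 uM in the protein solution; 300mM KCl, 50mM Tris-HCl, 1mM EDTA, 1mM DTT, pH 7.5) received compound, then a probe mix of 5 nM fluorescein-DNA and 100nM Texas-615-DNA. Fluorescence polarization was read for both dyes.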
APEX1 inh – inhibitors of human APE1 endonuclease; P27695; recombinant APE1, TAMRA/BHQ-2 abasic DNA cleavage fluorescence; Potency, µM (series often up to 65.8 µM), for inactives: top-dose activity change, negative = inhibition, most hits filed as inhibitors; 350,000 compounds, 0.35% hits; AID 2517;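 note: potency is the fitted concentration of half-maximal effect; plate controls were vehicle for no effect and reference inhibitor for full effect; nearly all actives have a fitted effect of over 55% in size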
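Endonuclease cleavage of a quenched abasic-site DNA duplex (50 nM) by APE1 (0.75 nM) was tracked by TAMRA dequenching. Compounds were preincubated with enzyme 15 min at room temperature; data normalized to buffer-only and DMSO wells plus NSC13755 control.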
12-LOX inh – inhibitors of human 12S-lipoxygenase ALOX12. P18054. purified 12hLO, xylenol orange hydroperoxide absorbance. Potency, µM (series often up to 108 µM), without a hit: at the top dose activity change, negative = inhibition, actives largely listed as inhibitors. 580,000 compounds, 1.1% hits. AID 1671190; note: potency is the fitted concentration of half-maximal effect; % is set by controls: 0 for no effect and ±100 for the full control effect
Target sequence (P18054 whole entry, looked up): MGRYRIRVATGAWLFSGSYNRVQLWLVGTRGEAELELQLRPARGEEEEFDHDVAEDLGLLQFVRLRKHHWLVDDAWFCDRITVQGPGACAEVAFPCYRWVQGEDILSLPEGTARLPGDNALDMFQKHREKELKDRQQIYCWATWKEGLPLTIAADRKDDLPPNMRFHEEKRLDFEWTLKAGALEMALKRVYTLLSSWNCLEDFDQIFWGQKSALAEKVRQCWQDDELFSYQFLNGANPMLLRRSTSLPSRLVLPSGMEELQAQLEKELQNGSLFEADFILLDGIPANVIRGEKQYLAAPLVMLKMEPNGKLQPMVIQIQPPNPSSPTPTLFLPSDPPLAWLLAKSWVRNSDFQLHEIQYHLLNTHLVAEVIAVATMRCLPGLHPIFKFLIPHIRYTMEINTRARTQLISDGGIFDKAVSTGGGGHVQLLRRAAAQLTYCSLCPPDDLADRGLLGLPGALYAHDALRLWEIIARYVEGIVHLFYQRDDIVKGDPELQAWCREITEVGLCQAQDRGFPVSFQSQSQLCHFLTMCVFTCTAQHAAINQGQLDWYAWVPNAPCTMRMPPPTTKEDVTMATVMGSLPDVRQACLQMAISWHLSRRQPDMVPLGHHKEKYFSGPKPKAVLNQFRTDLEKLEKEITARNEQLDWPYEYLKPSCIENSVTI
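Purified human 12hLO (150 nM final) in 25 mM Hepes, 0.01% Triton X-100, pH 7.0 was preincubated 15 min at room temperature with compound. Then 40 uM arachidonic acid was added, 30 min. Hydroperoxide was read by Fe-XO absorbance ratio 573/405 nm.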
LDHA inh – LDHA (human) enzyme inhibition | P00338 | purified LDHA, NADH/diaphorase-resazurin fluorescence; stronger effect = lower value | activity change, % (values are at about 110 or 230 µM) | 480,000 compounds, 0.15% hits; in the data active = activity change below about -30%; inconclusive = mostly about -25% to -30%;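 note: plate controls were DMSO wells for no effect and wells without enzyme for full effect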
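Resorufin fluorescence (ex540/em590), read at 0 and 20 min after diaphorase/resazurin addition, reports the NADH left after a 5 min room-temperature reaction of 2 nM human LDH5 with 0.06 mM NADH and 0.2 mM pyruvate.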
RGS4 inh – blocks human RGS4-accelerated GTP hydrolysis; Transcreener GDP fluorescence polarization, RGS4-accelerated GTP hydrolysis; Potency, µM (highest dose often 114 µM), for the others: top-dose activity change, negative = inhibition, hits mostly inhibitors; 390,000 compounds, 0.039% hits; AID 504845; note: potency is the fitted concentration of half-maximal effect; % is set by controls: 0 for no effect and ±100 for the full control effect; nearly all actives have a fitted effect of over 75% in size; some results filed as inactive show a strong effect at the top dose
Target sequence (P49798 whole entry, looked up): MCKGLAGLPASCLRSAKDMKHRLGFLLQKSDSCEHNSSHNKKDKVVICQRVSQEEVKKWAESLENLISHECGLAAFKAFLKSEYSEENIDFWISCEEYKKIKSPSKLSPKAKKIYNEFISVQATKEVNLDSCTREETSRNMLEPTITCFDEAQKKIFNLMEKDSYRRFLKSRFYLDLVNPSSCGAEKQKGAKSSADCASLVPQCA
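MLSMR compounds (23 nl, pin-transferred) preincubated 10 min at room temperature with a 500nM (2x) first reagent, then RGS4 at 900nM (2x) plus Transcreener GDP mix added; fluorescence polarization (620/688 nm) read before and after 90 min at 30 °C.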
Anesthetic bind – candidate novel general anesthetic via apoferritin binding | Potency, µM (highest dose often 77.5 µM), without a hit: at the top dose activity change, negative = displacement, actives largely listed as inhibitors | 350,000 compounds, 0.074% hits | AID 485281 | apoferritin/1-aminoanthracene competitive binding, fluorescence; note: potency is the fitted concentration of half-maximal effect; % is set by controls: 0 for no effect and ±100 for the full control effect; nearly all actives have a fitted effect of over 20% in size
Target sequence (P02791 2-175 limits assumed): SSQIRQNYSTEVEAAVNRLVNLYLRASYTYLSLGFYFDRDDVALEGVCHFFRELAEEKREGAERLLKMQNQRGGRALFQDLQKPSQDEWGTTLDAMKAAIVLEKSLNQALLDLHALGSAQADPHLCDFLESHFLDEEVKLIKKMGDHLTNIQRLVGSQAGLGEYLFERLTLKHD
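Apoferritin-based anesthetic binding model; compound displacement of fluorescent 1-AMA measured as endpoint fluorescence after 10 minutes at room temperature, scaled to free-ligand and complex controls.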
Pol eta inh – inhibitors of human DNA polymerase eta. recombinant Pol eta, fluorescent DNA replication assay. Potency, µM (highest dose often 114 µM), without a hit: at the highest dose activity change, negative = inhibition, hits mostly inhibitors. 390,000 compounds, 1.2% hits; note: potency is the fitted concentration of half-maximal effect; % is set by controls: 0 for no effect and ±100 for the full control effect
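Pol eta at 10 nM preincubated with compounds 15 min at room temperature; reaction started with fluorescent substrate (50 nM final) and read kinetically at 0 and 10 min.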
Pol beta inh – inhibitors of human DNA polymerase beta | P06746 | Pol beta primer extension/strand displacement, fluorescence kinetic | Potency, µM (titrated, usually from 114 µM), without a hit: top-dose activity change, negative = inhibition, hits mostly inhibitors | 340,000 compounds, 1.3% hits | AID 485314; note: potency is the fitted concentration of half-maximal effect; % is set by controls: 0 for no effect and ±100 for the full control effect
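10 nM enzyme + cpd, 15 min RT; start with substrate 50 nM final; read 0 min and after 10 min RT. Corrected, normalized data; 4-parameter Hill curve fit.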
Starred values were filed as active, the others as inactive; ? = inconclusive; nt = no result given; [ ] = another dose, or the depositor's remark. Unless noted, calls come from the whole dose curve; as a rule, active = well fitted curve in the direction sought with a large enough effect; inconclusive = small, poorly fitted or top-dose-only effect, or another doubt; inactive = no such curve, though single readings can be large; an effect the other way counts as inactive or inconclusive. The list is partial. The share of hits here may be higher or lower than overall.

no.	structure	Pol kappa inh	ERG-DNA inh	APEX1 inh	12-LOX inh	LDHA inh	RGS4 inh	Anesthetic bind	Pol eta inh	Pol beta inh
1	Cc1ccc(NC(=O)CSc2c3c(nc4ccccc24)CCCC3)cc1F	-8%	?	nt	-29%	-9	-13%	-20%	-20%	12%
2	COc1ccc(C)c(NC(=O)NCCc2cnc[nH]2)c1	-2%	-10%	-3%	12%	-11	6%	-1%	-1%	-28%
3	O=C(NCC1CCN(Cc2cccc(Cl)c2)CC1)C1CCCN(c2ncnc3c2nc2n3CCCCC2)C1 (centres undefined)	10%	-6%	-5%	-25%	-3	2%[56.9 µM]	-14%	-20%	18%
4	O=c1nc(N2CCCC2)nc(Nc2ccccc2)[nH]1	-22%	4%	-1%	0%	-4	-3%	2%	-11%	2%
5	CCOC(=O)C1=C(C)NC2=C(C(=O)C(C(=O)OCC)C(c3ccccc3OC)C2)C1c1ccccn1 (centres undefined)	-12%	10%	-4%	?	-3	-2%[11.4 µM]	68%[activator]	-10%	-1%
6	O=C(NCc1ccc(F)cc1)c1cccc2c1C(=O)c1ccc(N3CCC(Cc4ccccc4)CC3)cc1S2(=O)=O	1%	3%	-6%	-2%	-5	-8%	nt	-20%	nt
7	COc1ccc(CCNC(=O)COC(=O)/C=C/c2cc(OC)c(OC)c(OC)c2)cc1OC	-5%	-17%	12%	10%	-2	3%[56.9 µM]	-11%	-6%	33%
8	Cc1ccccc1OCC(=O)NNC(=O)C1CCCCC1C(=O)O (centres undefined)	-4%	-13%	?	-11%	-4	-17%	-3%	-15%	23%
9	CCC(c1ccccc1)c1nnc(NC(=O)c2ccco2)s1 (centres undefined)	-3%	2%	0%	208%[activator]	-5	6%	-5%	-1%	-12%
10	Cc1ccc(NC(=O)CCC(=O)NNC(=O)NC2CCCCC2)c(C)c1	-1%	5%	-2%	5%	-5	-9%	-9%	-16%	1%
11	Cc1ccc2cccc(OCC(=O)NCCC3=CCCCC3)c2n1	-18%	-3%	-6%	nt	3	12%	nt	-9%	nt
12	O=C1NC[C@H](Cc2ccccc2)N(CC2CCN(CCCCc3ccccc3)CC2)C1=O	-20%	8%	nt	-4%	-10	13%	nt	-8%	nt
13	CN(Cc1cn(C)nc1-c1ccccc1F)C1CCOC1 (centres undefined)	-11%	-6%	9%	-9%	-12	27%	-2%	1%	?
14	CCC(=O)Nn1cnc2c(c1=O)C1(CCCCC1)Cc1ccccc1-2	-13%	-9%	-6%	-59%	-10	-32%	?	-13%	1%
15	COc1ccc(CCNC(=O)c2cccc(S(=O)(=O)N3CCCC3)c2)cc1OC	-2%	4%	-4%	-4%	1	18%	nt	-2%	nt
16	Cc1ccc(CSc2nnc([C@@H]3CCCN3C(=O)OC(C)(C)C)o2)cc1	-5%	-6%	-4%	-14%	-1	6%	-4%	-15%	1%
17	CCCOc1ccc(C(=O)Nc2cc(S(=O)(=O)N3CCOCC3)ccc2N2CCOCC2)cc1	7%	-2%	-3%	12%	-1	-129%	nt	-20%	nt
18	O=C(COC(=O)c1ccc([N+](=O)[O-])s1)Nc1cccc(S(=O)(=O)NC2=NCCCCC2)c1	-19%	3%	?	0%	0	12%	-4%	-27%	-43%
19	O=c1cnn(-c2ccc(Cl)cc2Cl)c(-c2ccccc2)c1	-7%	-2%	-1%	?	-7	15%	-16%	-1%	12%
20	CNS(=O)(=O)c1cn(CC(=O)Nc2ccc(OC)cc2OC)cc1S(=O)(=O)NC	10%	7%	nt	-8%	-2	-4%	5%	6%	-4%
21	O=[N+]([O-])c1ccc(NC(=S)NCCc2ccccc2)cc1	-5%	9%	5%	45µM*	-1	-29%	-17%	-28%	-19%
22	Cn1ncc2c(Nc3cccc(C#N)c3)ncnc21	7%[60.1 µM]	-7%	nt	-3%	2	-20%	-5%	-9%	3%
23	COc1ccc2c(c1)c(/C=N/Nc1ccc(C(=O)O)cc1)c(C)n2C	-12%	-1%	-5%	?	-15	-18%	-8%	?	?
24	COc1cccc(NC(=O)CSc2ccc3nnc(-c4ccccn4)n3n2)c1	-7%	-9%	1%	0%	-2	-2%	-5%	-8%	29%
25	O=C(Nc1ccc(-c2nc3ccccc3o2)cc1)c1ccc(N2C(=O)C3C4C=CC(C4)C3C2=O)cc1 (centres undefined)	0%[60.1 µM]	nt	22%	-13%	-9	-15%	-2%	0%	-2%

Quoted from the listing:
cpd 7 – 12-LOX inh: 10%
cpd 6 – RGS4 inh: -8%
cpd 22 – 12-LOX inh: -3%
cpd 9 – 12-LOX inh: 208%[activator]

Arranged by value in RGS4 inh (largest number first): 4 from the list above
# | Structure | RGS4 inh
12 | O=C1NC[C@H](Cc2ccccc2)N(CC2CCN(CCCCc3ccccc3)CC2)C1=O | 13%
10 | Cc1ccc(NC(=O)CCC(=O)NNC(=O)NC2CCCCC2)c(C)c1 | -9%
14 | CCC(=O)Nn1cnc2c(c1=O)C1(CCCCC1)Cc1ccccc1-2 | -32%
17 | CCCOc1ccc(C(=O)Nc2cc(S(=O)(=O)N3CCOCC3)ccc2N2CCOCC2)cc1 | -129%

(listing goes on)
no.	structure	Pol kappa inh	ERG-DNA inh	APEX1 inh	12-LOX inh	LDHA inh	RGS4 inh	Anesthetic bind	Pol eta inh	Pol beta inh
26	CCC(C)(C)NC(=O)CN(C(=O)CCC(=O)Nc1nccs1)c1cccc(C)c1	-3%	4%	17%	20%	0	-4%	-7%	-20%	33%
27	Cc1cc(-n2c(C)cc(C(=O)COc3ccc4ccc(=O)oc4c3)c2C)no1	-7%	nt	0%	0%	-3	?	13%	-16%	?
28	CC(C)CC(=O)N1CCN(C(=O)c2ccco2)CC1	-11%	-30%	-5%	-16%	-4	-4%	-2%	-8%	5%
29	COc1ccc(/C=N/OC(=O)Nc2ccccc2)cc1[N+](=O)[O-]	-15%	-3%	2%	-26%	-14	20%	-1%	-11%	16%
30	COc1cccc(/C=N/NC(=O)C(=O)NCc2cccnc2)c1OC	-6%	4%	4%	0%	-5	2%	-1%	-26%	-8%
31	OCC1OC(n2nc3ccccc3n2)C(O)C(O)C1O (centres undefined)	-5%	nt	-2%	16%	-1	-13%	-7%	-5%	9%
32	CCc1cc2ccc(C)cc2nc1SCC(=O)c1ccc(NC(C)=O)cc1	-10%	nt	-6%	0%	3	-4%	-10%	-13%	24%
33	N#Cc1cn(CCOC(=O)c2cccc(C(F)(F)F)c2)c(=O)[nH]c1=O	-13%	-12%	1%	1%	-10	3%	-6%	-1%	4%
34	COc1ccc(/C=N\NC(=O)C2=NNC(=O)C2C)cc1 (centres undefined)	3%	1%	9%	1%[57.4 µM]	-5	-19%	-7%	-3%	51%
35	COc1ccc(C(=O)C2CCCN(Cc3cccn3-c3cccnc3)C2)cc1OC (centres undefined)	-9%	1%	-1%	3%	-1	-21%	-7%	-15%	-10%
36	Cc1cccc2c1nc(-c1ccccc1)n1cnnc21	0%	-7%	6%	-4%	-6	-7%[56.9 µM]	-5%	-9%	?
37	CCCC(=O)N1CCN(c2ccc(NC(=O)c3ccc(OCC)c([N+](=O)[O-])c3)cc2)CC1	-11%	-11%	-2%	-13%	-2	-19%	-9%	-17%	45%[activator]
38	CCOC(=O)c1c(NC(=O)CSC(=S)N2CCOCC2)sc(C)c1C	-1%	-5%	14%	-29%	-4	-18%	1%	-5%	7%
39	Cc1nc2ccc(C(=O)Nc3ccc4nc[nH]c4c3)cc2[nH]1	-15%	-3%	52%[activator]	-10%	0	-5%	3%	-6%	?
40	COc1ccc(N2C(=O)CSC2c2ccccc2)cc1 (centres undefined)	3%	0%	6%	67%[activator]	3	-4%	-2%	-12%	27%
41	Cc1ccc(C(=O)Nn2cnnc2)cc1S(=O)(=O)N1CCOCC1	6%	9%	2%	-28%	-4	33%	-8%	-3%	7%
42	CCCC1(C(=O)OCC)NC(c2ccc(OC)cc2OC)C2C(=O)N(c3ccccc3)C(=O)C21 (centres undefined)	-6%	-1%	7%	0%	1	30%	-1%	-3%	7%
43	O=C(Nc1ccc2nc3n(c(=O)c2c1)CCCC3)c1cccc([N+](=O)[O-])c1	10%	1%	-5%	7%	-5	-9%	-17%	-19%	1%
44	CCN(C(=O)CSc1nnc(Nc2ccccc2C)s1)C1CCS(=O)(=O)C1 (centres undefined)	-17%	0%	-7%	0%	-3	14%	-10%	-8%	1%

An excerpt from above in order of number of heavy atoms, lowest first:
no.	structure	Pol kappa inh	ERG-DNA inh	APEX1 inh	12-LOX inh	LDHA inh	RGS4 inh	Anesthetic bind	Pol eta inh	Pol beta inh
39	Cc1nc2ccc(C(=O)Nc3ccc4nc[nH]c4c3)cc2[nH]1	-15%	-3%	52%[activator]	-10%	0	-5%	3%	-6%	?
38	CCOC(=O)c1c(NC(=O)CSC(=S)N2CCOCC2)sc(C)c1C	-1%	-5%	14%	-29%	-4	-18%	1%	-5%	7%
32	CCc1cc2ccc(C)cc2nc1SCC(=O)c1ccc(NC(C)=O)cc1	-10%	nt	-6%	0%	3	-4%	-10%	-13%	24%
42	CCCC1(C(=O)OCC)NC(c2ccc(OC)cc2OC)C2C(=O)N(c3ccccc3)C(=O)C21 (centres undefined)	-6%	-1%	7%	0%	1	30%	-1%	-3%	7%
